Sm TGR inh: blocks Schistosoma mansoni thioredoxin glutathione reductase. Q962Y6. purified TGR, DTNB reduction, TNB absorbance 405 nm. Potency, µM (doses to about 114 µM), for inactives: top-dose activity change, negative = inhibition, most hits filed as inhibitors. actives 3% (n = 360,000). AID 485364; also: potency is read from the fitted curve at half-maximal effect; nearly all actives have a fitted effect of over 60% in size
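Kinetic colorimetric format: TGR-catalysed, NADPH-driven DTNB reduction monitored via TNB absorbance. Enzyme dispensed at 20 nM; compound exposure 15 min at room temperature before reaction start.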
AmpC detergent: inhibitors of E. coli AmpC beta-lactamase with detergent. Potency, µM (doses to about 114 µM), without a hit: at the top dose activity change, negative = inhibition, most hits filed as inhibitors. actives 0.041% (n = 370,000). AmpC hydrolysis of nitrocefin, absorbance 480 nm, 0.01% Triton. P00811. AID 485294;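 also: potency is read from the fitted curve at half-maximal effect; 0% = no-compound wells and -100% = no-enzyme wells; nearly all actives have a fitted effect of over 25% in size; some results filed as inactive show a strong effect at the top dose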
Target sequence (P00811 whole entry, looked up): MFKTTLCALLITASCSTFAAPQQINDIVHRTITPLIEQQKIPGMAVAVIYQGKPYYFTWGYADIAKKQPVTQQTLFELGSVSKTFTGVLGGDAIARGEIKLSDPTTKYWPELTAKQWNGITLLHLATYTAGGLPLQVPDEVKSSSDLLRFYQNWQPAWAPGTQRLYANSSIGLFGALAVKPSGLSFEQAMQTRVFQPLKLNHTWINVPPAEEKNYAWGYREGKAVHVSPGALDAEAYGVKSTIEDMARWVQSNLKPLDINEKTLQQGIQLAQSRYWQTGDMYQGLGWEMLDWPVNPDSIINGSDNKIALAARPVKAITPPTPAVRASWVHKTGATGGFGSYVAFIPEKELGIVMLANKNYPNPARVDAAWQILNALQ
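AmpC (5.3 nM in the dispensed reagent) in 20 mM phosphate pH 7.0 with 0.01% (detergent screen) or 0.0001% Triton X-100 was preincubated with compounds for 15 min at room temperature. Nitrocefin was then added from an 800 uM solution, and hydrolysis was followed at 480 nm.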
AMA1 RON2 block: disrupts binding of P. falciparum AMA1 to RON2 | AlphaScreen AMA1-biotinylated RON2 peptide binding | Potency, µM (titrated, usually from 58.2 µM), for inactives: at the highest dose activity change, negative = inhibition, hits mostly inhibitors | actives 0.2% (n = 360,000);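 also: potency is read from the fitted curve at half-maximal effect; 0% = vehicle wells and -100% = peptide control; nearly all actives have a fitted effect of over 45% in size; some results filed as inactive show a strong effect at the top dose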
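AMA1 (3D7) with his tag at 25 nM final met compounds first, then biotinylated RON2 peptide at 25 nM; detection used donor plus acceptor beads, 10 µg/mL apiece, read by AlphaScreen after 30 min at room temperature.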
Tb PYK inh: blocks Trypanosoma brucei pyruvate kinase. actives 0.12% (n = 410,000). Potency, µM (series often up to 76.8 µM), for the others: at the top dose activity, negative = inhibition, actives largely listed as inhibitors. TbPYK enzyme, Kinase-Glo Plus ATP luminescence, 45 min; also: potency is read from the fitted curve at half-maximal effect; nearly all actives have a fitted effect of over 50% in size
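Activity of T. brucei pyruvate kinase was followed by Kinase-Glo Plus luminescence after the enzyme reacted 45 min at room temperature with 130 uM ADP (final) and substrate. Test compounds were added before ADP at multiple concentrations.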
HCMV inh: blocks human cytomegalovirus replication. HFF cells, HCMV-luciferase reporter, 72 h; active compounds read low. activity change, negative = inhibition, % at 57.5 µM. actives 4.5% (n = 410,000); in the data active = activity change below about -60%; inconclusive = no clear call, values can overlap the other calls; inactive = above about -39%
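HFF cells seeded 16 h at 37C, treated with compounds, infected with luciferase-reporter HCMV at MOI 1 PFU/cell; luciferase read at 72 h post infection, normalized to buffer-only and Salinomycin controls.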
LmPK inh: inhibitors of Leishmania mexicana pyruvate kinase. Q27686. actives 0.37% (n = 290,000). purified LmPK, Kinase-Glo ATP luminescence, 1 h. Potency, µM (titrated, usually from 57.5 µM), inactives show top-dose activity change, negative = inhibition, actives largely listed as inhibitors; also: potency is read from the fitted curve at half-maximal effect
Target sequence (Q27686 whole entry, looked up): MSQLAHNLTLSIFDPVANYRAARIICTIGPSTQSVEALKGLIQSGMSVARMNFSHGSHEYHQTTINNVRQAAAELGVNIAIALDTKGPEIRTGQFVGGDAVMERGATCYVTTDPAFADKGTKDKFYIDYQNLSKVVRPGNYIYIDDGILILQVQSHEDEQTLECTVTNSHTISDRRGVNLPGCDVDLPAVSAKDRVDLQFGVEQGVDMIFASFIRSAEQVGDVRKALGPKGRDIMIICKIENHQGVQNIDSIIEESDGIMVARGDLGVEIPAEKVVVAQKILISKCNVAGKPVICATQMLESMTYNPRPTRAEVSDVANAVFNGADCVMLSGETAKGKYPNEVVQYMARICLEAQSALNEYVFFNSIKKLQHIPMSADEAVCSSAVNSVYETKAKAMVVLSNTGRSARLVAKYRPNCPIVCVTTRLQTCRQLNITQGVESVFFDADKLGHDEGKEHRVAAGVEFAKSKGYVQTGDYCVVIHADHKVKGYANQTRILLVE
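qHTS format; LmPK 0.1 nM; substrates PEP 0.5 mM and ADP 0.1 mM. One-hour room-temperature incubation, then coupled luciferase luminescence; 0.5 nM enzyme wells mark activation.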
AmpC no deterg: blocks E. coli AmpC beta-lactamase in detergent-free assay; P00811; AmpC nitrocefin hydrolysis, absorbance 480 nm, 0.0001% Triton; Potency, µM (doses to about 57.1 µM), for the others: at the highest dose activity change, negative = inhibition, actives largely listed as inhibitors; actives 0.52% (n = 330,000);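 also: potency is read from the fitted curve at half-maximal effect; plate controls were no compound for no effect and no enzyme for full effect; nearly all actives have a fitted effect of over 20% in size; some results filed as inactive show a strong effect at the top dose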
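20 mM phosphate pH 7.0 + 0.01% (detergent screen) or 0.0001% Triton X-100; 5.3 nM AmpC reagent; cpd preinc 15 min RT; nitrocefin (800 uM stock) to start; A480 q20 s × 4 min; Activity was normalised to no-enzyme and no-compound control wells.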
The depositor's hits bear a star; ? = inconclusive; . = no result given; & = joins results of further samples; [ ] = another dose, or the depositor's remark. Unless noted, calls follow the shape of the dose curve; as a rule, active = well fitted curve in the direction sought with a large enough effect; inconclusive = small, poorly fitted or top-dose-only effect, or another doubt; inactive = no such curve, though single readings can be large; an effect the other way counts as inactive or inconclusive. Unless noted, % is scaled to controls: 0 for no effect and ±100 for the full control effect. Compounds as they come (roughly 7.4% active in at least one column).

SMILES	Sm TGR inh	AmpC detergent	AMA1 RON2 block	Tb PYK inh	HCMV inh	LmPK inh	AmpC no deterg
Cc1ccc(C(=O)NC2CCCCNC2=O)cc1 (stereo not drawn)	3%	-5%	0%	2%	107	3%	-36%
CCOc1ccccc1N(CC(=O)NCC1CCCO1)C(=O)CNS(=O)(=O)c1ccccc1 (stereo not drawn)	11%	3%	-8%	-3%	-69*	0%	25%
Nc1nnc(-c2ccccc2)s1	-15%	-13%	-6%	0%	65	0%	-7%
COC(=O)C1=C(O)/C(=C\c2ccc(CNS(=O)(=O)c3ccccc3)o2)N=C1C	40µM*	-13%	-7%[2.32 µM]	-16%	-21	1%	-38%
O=C1CCCN1CCCNc1ccc(S(=O)(=O)N2CCCCC2)cn1	-7%	-9%	?	1%	36	1%	-22%
C#CCN1c2ccccc2Sc2cccnc21	-1%	7%	-18%	-6%	-12	3%	-12%
C=CCN1C(=O)c2ccc(C(=O)N3CCC(C(=O)OCC)CC3)cc2C1=O	2%	10%	7%	1%	-17	.	3%
CCOc1ccccc1N1CC(C(=O)NNC(=O)c2cc(OC)c(OC)c(OC)c2)CC1=O (stereo not drawn)	4%	7%	27%	2%	-6	.	-9%
CCCCNC(=O)C1(C)CCN1C(=O)c1ccncc1 (stereo not drawn)	.	.	-1%	5%	-39	.	.
Cc1ccc2cccc(O)c2[n+]1[O-]	4%	?	13%	-7%	22	-1%	-10%
Cc1[nH]nc(-c2cccnc2)c1N=NN(C)C	.	.	13%	-6%	62	.	.
Cc1ccc(N2CC(C(=O)Nc3ccc(S(=O)(=O)N4CCOCC4)cc3)CC2=O)cc1 (stereo not drawn)	-1%	-14%	-6%	-9%	26	-7%	-2%
CCCCCn1c(CN2CCN(c3cccc(Cl)c3)CC2)nc2c1c(=O)n(C)c(=O)n2C	-4%	0%	-6%	0%	-39	4%	84%[activator]
Cc1cc(C(=O)COC(=O)c2ccc[nH]c2=O)c(C)n1-c1ccccc1	-2%	?	-15%	-11%	125	-6%	-24%
CC1=C(c2ccc(Cl)cc2)S(=O)(=O)N=C1N1CCN(c2cccc(C)c2)C(C)C1 (stereo not drawn)	-17%	-2%	.	-2%	-19	.	.
CC1(C(=O)OCC(=O)NNC(=O)COc2ccc(Cl)cc2)CC1(Cl)Cl (stereo not drawn)	2%	-8%	129%[activator]	-3%	22	.	-18%
CCOC(=O)c1c(C)nn(-c2ncccc2NC(=O)CCC(=O)O)c1C	2%	4%	-4%	4%	51	-3%	16%
COc1ccc(/C=C/C(=O)c2ccc3c(c2)OCCO3)cc1[N+](=O)[O-]	4%	?	-1%	-10%	178	-4%	-26%
CC(=O)NC(c1cc(Cl)c2cccnc2c1O)C1CC1 (stereo not drawn)	-19%&-16%	-2%&-1%	.	5%	-97*	.	-21%&5%
COc1ccc(/C=N/Nc2ccc([N+](=O)[O-])cc2)cc1O	0%	-10%	-1%	2%	124	-1%	-41%
CC(C)NCCOCCSc1ccc(Cl)cc1	0%	-3%	-10%	9%	-26	1%	149%[activator]
COc1cc(/C=C/C(=O)NCCc2ccc(S(N)(=O)=O)cc2)ccc1OCC#N	-8%	-9%	0%	1%	?	0%	-34%
O=C(Nc1ccc2c(c1)OCCO2)C1CC(c2ccc(F)cc2)=NO1 (stereo not drawn)	19%	2%	-12%	-1%	7	-4%	-17%
O=C(Nc1ccccc1Cl)c1ccc(-n2cccn2)c([N+](=O)[O-])c1	?	-3%	10%	5%	-11	-1%	-14%
C=CCc1cccc(/C=N/NC(=O)CNc2ccccc2)c1O	-1%	-5%	122%[activator]	3%	-99*	-1%	.
COCCN(C(=O)c1ccccc1)c1nnc(-c2cccnc2)s1	0%	-14%	8%	-7%	1	-1%	-2%
CNC(=O)COc1coc(CN2CCN(Cc3ccccc3)CC2)cc1=O	-5%	-7%	-5%	22%	3	-9%	-8%
CS(=O)(=O)N(CC(=O)N1CCCCC1)c1sc2c(c1C#N)CCCC2	3%	-17%	-9%	-1%	-1	9%	25%
COCCCNc1nc(N)c([N+](=O)[O-])c(N2CCCCCC2)n1	27%	1%	-5%	-10%	?	-4%	-17%
Cc1cc(C)c2sc(NC(=O)C3=COCCO3)nc2c1	0%	0%	-2%	6%	72	-12%	133%[activator]
CC(C)C[C@H](NC(=O)OC(C)(C)C)C(=O)N[C@@H](CO)[C@H](O)[C@@H]1C[C@@H]1C(=O)N(C)C	-8%	-13%	26%	1%	.	-6%	5%
CC(=O)Nc1ccc(S(=O)(=O)N2CCN=C2SCc2ccccc2C)cc1	-15%	-7%	-19%	-9%	-22	-1%	39%
CCOc1nc(NCCO)nc(Nc2ccccc2F)n1	1%[57.1 µM]	-2%	5%	3%	0	-4%	-20%
COc1cc(/C=N/NC(=O)Cn2cnc3ccccc3c2=O)ccc1O	-2%	-3%	1%	-2%	-8	6%	-9%
Cc1ccc(N/C=C/c2onc(C)c2[N+](=O)[O-])cc1	4%	-8%	-3%	0%	0	-14%	-6%
O=C(CCCCCNC(=O)N1CCn2c1nc1ccccc12)NCc1ccccc1	-9%	-14%	0%	6%	-36	4%	133%[activator]
COc1cccc(/C(C#N)=C/c2c(-c3ccc(Cl)cc3)nc3c(C)cccn23)c1	16%	-2%	-29%	-7%	?	-1%	-21%
CC(=O)Oc1ccc(C(=O)[C@H]2[C@H]3C(=O)N(c4ccc(C)cc4C)C(=O)[C@H]3[C@@H]3C=CC=NN32)cc1	18µM*	-9%	1%	-6%	26	3%	96%[activator]
CCCN1CCN(C(=O)CS(=O)(=O)Cc2nc(-c3cccc(OC)c3)oc2C)CC1	-30%	?	-4%	3%	-32	5%	146%[activator]
Cc1csc(Cn2c(CN(C)C)nc3ccccc3c2=O)n1	1%	?	51%[activator]	-9%	-1	-1%	-7%
CC(=O)Nc1ccc(C2CC(c3ccc(Cl)cc3)=NN2c2ccccc2)cc1 (stereo not drawn)	-4%	-10%	40%[activator]	-9%	?	0%	23%
Cc1ccc(O)c(CN2CCN(c3ccccc3)CC2)c1	4%	?	-8%	-5%	-19	3%	-14%
COc1ccc(C(=O)NCCNc2nc3ccc(C)cc3cc2C#N)cc1	2%	8%	5%	4%	-11	-20%	0%
Oc1cc(NCc2cccnc2)ccc1-c1nc2ccccc2o1	-14%	-18%	55%[activator]	-3%	19	-1%	3%
COc1cccc(C(=O)NC2CCCC2)c1	.	5%	-2%	17%	-6	-2%	3%
C/C(CC(=O)NCCCN1CCOCC1)=N\NC(=O)COc1ccc(C)cc1	-8%	-19%	46%[activator]	-6%	-6	-5%	-41%
COC(=O)c1cccc(S(=O)(=O)N2CCOCC2)c1	-7%	0%	-5%	5%	5	-10%	-6%
O=c1c2ccccc2nnn1CSc1nnc2ccccn12	-30%	?	-1%	0%	29	-19%	-14%
CCOC(=O)C1=C(C)NC(C)=C(C(=O)OC)C1c1ccco1 (stereo not drawn)	7%	10%	7%	0%	35	3%	2%
CC(C)CNS(=O)(=O)c1cc(C(=O)OCC(=O)N(C)C2CCS(=O)(=O)C2)c(Cl)cc1Cl (stereo not drawn)	6%	-4%	-4%	-3%	-16	6%	12%
Cc1ccc(C)c(NC(=O)c2ccccn2)c1	-6%	?	53%[activator]	3%	11	-17%	-19%
O=C(/C=C/[C@H]1O[C@@H](n2cnc3c(NC(=O)c4ccccc4)ncnc32)[C@H](O)[C@@H]1O)N[C@@H](CO)Cc1c[nH]c2ccccc12	.	.	4%	0%	10	.	.
COc1ccc(CNC(=O)CCCN2C(=O)CCn3nc(-c4cn(C)c5ccccc45)cc32)cc1	-6%	-4%	.	-2%	1	.	.
Cc1cc2ncn(CC(O)COc3cccc(C(=O)O)c3)c2cc1C (stereo not drawn)	7%	0%	0%	-3%	15	0%	-17%
Cc1ccccc1-n1nnnc1SCC(=O)N(C)C1CCS(=O)(=O)C1 (stereo not drawn)	0%	-5%	2%	0%	3	1%	-19%
COc1cc(C2C(C#N)=C(N)Oc3n[nH]c(-c4ccncc4)c32)cc(OC)c1OC (stereo not drawn)	-14%	-5%	9%	2%	-12	-1%	-12%
CC1(C(=O)NS(=O)(=O)c2cccc(F)c2)CCN1C(=O)Cc1cccc2ccccc12 (stereo not drawn)	.	.	9%	-1%	41	.	.
COc1ccccc1NS(=O)(=O)c1cccc2cccnc12	5%	?	?	0%	-32	5%	-24%
CC(NCC(=O)Nc1ccccc1C(=O)NC1CC1)c1ccc(S(N)(=O)=O)cc1 (stereo not drawn)	2%	2%	?	3%	7	.	-6%
Cc1ccc(CNC(=O)NCc2noc3ccc(C)cc23)cc1	-2%	7%	.	7%	-22	.	.
More structures follow:
SMILES	Sm TGR inh	AmpC detergent	AMA1 RON2 block	Tb PYK inh	HCMV inh	LmPK inh	AmpC no deterg
COc1nc(-c2ccccc2)c2cc(Br)ccc2n1	.	.	-2%	-1%	-40	.	.
CC1=C(C(=O)Nc2cccc(Cl)c2)C2(CCCCCC2)OC1=O	-9%	-2%	.	0%	-6	.	.
CCc1ccc(-n2c(CSc3nnnn3-c3ccccc3)nc3ccccc3c2=O)cc1	-6%	-4%	3%	-26%	-3	7%	-16%
COc1ccc(-c2cc3ccccc3oc2=O)cc1NC(=S)NC(=O)c1ccc2c(c1)OCCO2	4%	?	8%	2%	?	1%	-14%
O=c1c2ccccc2ncn1/N=C/c1ccccc1	7%	3%	-9%	-17%	90	?	-11%
COC(=O)c1cccc(NC(=O)c2nn(C(C)C)c(=O)c3ccccc23)c1	-21%	-8%	2%	-2%	22	5%	-9%

4 structures out of the list, arranged by SMILES length, ascending.
SMILES	Sm TGR inh	AmpC detergent	AMA1 RON2 block	Tb PYK inh	HCMV inh	LmPK inh	AmpC no deterg
O=c1c2ccccc2ncn1/N=C/c1ccccc1	7%	3%	-9%	-17%	90	?	-11%
COc1nc(-c2ccccc2)c2cc(Br)ccc2n1	.	.	-2%	-1%	-40	.	.
Cc1ccc(CNC(=O)NCc2noc3ccc(C)cc23)cc1	-2%	7%	.	7%	-22	.	.
CCc1ccc(-n2c(CSc3nnnn3-c3ccccc3)nc3ccccc3c2=O)cc1	-6%	-4%	3%	-26%	-3	7%	-16%

An excerpt from above with just LmPK inh and AMA1 RON2 block:
| structure | LmPK inh | AMA1 RON2 block |
| --- | --- | --- |
| O=c1c2ccccc2ncn1/N=C/c1ccccc1 | ? | -9% |
| COC(=O)c1cccc(NC(=O)c2nn(C(C)C)c(=O)c3ccccc23)c1 | 5% | 2% |
